HTR1A agonist: 5-HT1a (human) receptor agonism; AID 567; CHO 5-HT1a Ga15 NFAT-bla reporter, FRET ratio; 0% basal, 100% maximal reference agonist; activation, % at 10 µM; 0.56% of 65,000 active; P08908;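 active = activation above the screen-wide mean activation plus 3 SD, cut at about 19% in these data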;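 also: 0% = DMSO wells and 100% = 5-CT at EC100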
Target sequence (P08908 whole entry, looked up): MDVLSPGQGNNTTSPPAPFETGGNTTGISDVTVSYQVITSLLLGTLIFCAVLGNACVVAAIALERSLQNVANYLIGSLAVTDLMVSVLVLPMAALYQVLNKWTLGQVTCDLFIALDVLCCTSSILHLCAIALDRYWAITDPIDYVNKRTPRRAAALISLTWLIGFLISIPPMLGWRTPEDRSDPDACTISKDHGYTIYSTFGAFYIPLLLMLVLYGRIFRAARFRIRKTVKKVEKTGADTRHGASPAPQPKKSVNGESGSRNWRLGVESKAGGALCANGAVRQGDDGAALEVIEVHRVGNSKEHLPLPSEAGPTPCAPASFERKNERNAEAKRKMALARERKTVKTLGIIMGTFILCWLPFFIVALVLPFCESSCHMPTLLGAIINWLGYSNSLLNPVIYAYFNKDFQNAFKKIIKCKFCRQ
Ec RNAP inh: blocks E. coli RNA polymerase transcription; P0A8V2; fluorescence transcription assay; inhibition, %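 (tested at 10 µM)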; 0.2% of 62,000 active; AID 559; in the data active = inhibition above about 20%;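 also: 0% = enzyme without compound and 100% = no enzyme blank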
D1 mod: allosterically modulates the human D1 dopamine receptor; P21728; HEK293 D1, CRE-luciferase, dopamine EC30 potentiation; actives deviate in either direction; B-score at 10 µM; 5.9% of 58,000 active;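 active = luminescence count or its row- and column-corrected plate score outside the 99.7% band of the plate's sample wells, on either side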
Her2 expr inh: lowers expression of human Her2 kinase; P04626; AID 645; HER2 level % of control, % at 10 µM; SKBR-3 HER2 protein level, AlphaScreen, 18-24 h; stronger effect = lower value; 0.69% of 65,000 active;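 active = HER2 level under 5% of the carrier-only control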;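 also: 100% = DMSO carrier and 0% = 500 nM PU-H71 HSP90 inhibitor; lower value means stronger loss of Her2 protein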
M1 agonist: M1 muscarinic receptor agonism; CHO-M1 cells, Fluo-4 calcium fluorescence, agonist mode; stronger effect = higher value; B-score at 10 µM; 3% of 64,000 active; AID 626;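 active = fluorescence rise, raw or as B-score row- and column-corrected plate score, outside the 99.7% band of its plate's samples, either direction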
Hsp90 inh: displaces geldanamycin probe from tumor Hsp90. AID 429. 0.35% of 64,000 active. NCI-N417 lysate Hsp90, Cy3B-geldanamycin FP displacement. P07900. inhibition, % at 30 µM;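 active = inhibition above 50%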;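 also: 0% = tracer plus lysate wells and 100% = tracer alone without lysate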
NADH enzymes: inhibition of NAD/NADH coupling enzymes, library profiling | coupled PK/LDH NADH assays, four targets | 0.02% of 65,000 active | IC50, µM (doses to about 10 µM), for inactives: top-dose inhibition;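 active = single-dose screening hits from any of four coupled enzyme assays that gave an IC50 when retested across doses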;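 also: the DPM-DC format reads NADH fluorescence rather than 340 nm absorbance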
Autofluor 339: intrinsic fluorescence of library compounds, ex339/em460 – biochemical, MLSMR library, data from DPM-DC assay, artefact control, profiling panel | AID 709 | compound autofluorescence, ex339/em460 nm, NADH buffer; stronger effect = higher value; 1 = no-compound wells, NADH background | 5.5% of 65,000 active | fluorescence fold increase at 10 µM;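 active = at 10 µM, mean starting fluorescence two-fold or more over control wells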;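 also: signal is the first read of a kinetic run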
M1 antagonist: antagonists of rat M1 muscarinic receptor; P08482; CHO-M1 cells, Fluo-4 calcium, ACh EC80 antagonist mode; stronger effect = lower value; B-score at 10 µM; 3.4% of 64,000 active;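 active = calcium fluorescence response, raw or row-and-column corrected B-score, differing from the plate sample mean either way at a set confidence level, mostly lower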
Target sequence (P08482 whole entry, looked up): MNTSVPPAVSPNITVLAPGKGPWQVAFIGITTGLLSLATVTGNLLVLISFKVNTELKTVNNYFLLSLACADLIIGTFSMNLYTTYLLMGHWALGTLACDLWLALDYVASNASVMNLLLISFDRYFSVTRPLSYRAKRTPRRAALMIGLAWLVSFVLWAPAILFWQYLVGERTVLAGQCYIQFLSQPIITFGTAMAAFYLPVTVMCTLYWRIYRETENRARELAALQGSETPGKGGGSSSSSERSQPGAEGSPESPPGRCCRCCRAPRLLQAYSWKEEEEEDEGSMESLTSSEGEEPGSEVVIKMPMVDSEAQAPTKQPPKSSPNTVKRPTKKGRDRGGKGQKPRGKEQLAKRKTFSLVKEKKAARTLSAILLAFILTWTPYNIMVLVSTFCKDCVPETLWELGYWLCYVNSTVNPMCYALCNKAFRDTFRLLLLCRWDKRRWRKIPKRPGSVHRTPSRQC
Starred values were filed as active, the others as inactive; x = no result given; [ ] = remark or other dose.

#	canonical_smiles	HTR1A agonist	Ec RNAP inh	D1 mod	Her2 expr inh	M1 agonist
1	Cc1ccc2cc(S(=O)(=O)NCCCC(=O)O)ccc2c1	-1.0	7	0.1	94	-0.34
2	Nc1nc2ccccc2nc1N	-1.8	x	-0.34	88	1.2
3	COc1ccc(-n2c(=O)cc(N3CCN(c4ccccc4OC)CC3)[nH]c2=O)cc1	0.6	9	-0.23	70	-0.6
4	Cc1ccc(Nc2nc(N)nc(CN3CCN(c4ccccc4F)CC3)n2)cc1	0.7	x	0.3	86	x
5	Cc1cccn2c(=O)c3cc(C#N)c(=NC(=O)c4cccnc4)n(CC4CCCO4)c3nc12 (centres undefined)	15	-15	-0.11	118	38*
6	COc1ccc(C(=O)CSc2nnc(Cc3ccccc3)o2)cc1	-0.4	1	0.26	84	-0.77
7	COC(=O)c1ccc(CSc2nc3ccccc3c(=O)n2Cc2ccco2)o1	-1.9	0	6.5*	77	0.00064
8	O=C(c1oc(=O)c2ccccc2c1-c1ccccc1)N1CCN(C2CCCCC2)CC1	2.5	2	1.6	92	1.1
9	O=C(O)c1ccc(-n2cccc2)cc1O	1.1	4	-0.45	x	-0.01
10	Cc1ccccc1CSc1nnc(Cn2c(=O)sc3ccccc32)n1C	-4.1	5	0.13	75	-0.12

#	Hsp90 inh	NADH enzymes	Autofluor 339	M1 antagonist
1	23	4%	1.1	-1
2	0	4%[fluoresces]	2.1*	1.5
3	-4	6%	1	-0.38
4	-1	2%	1.1	x
5	-15	4%[fluoresces]	2.4*	-1.9*
6	-1	10%	1.1	0.045
7	-3	4%	1	-0.22
8	1	1%	1.1	-6.6*
9	x	8%	1.1	-0.25
10	3	8%	1.1	0.005

Other compounds
#	canonical_smiles	HTR1A agonist	Ec RNAP inh	D1 mod	Her2 expr inh	M1 agonist
11	CC1CCCC(NC(=O)C2CCN(S(=O)(=O)N3CCC4(CC3)OCCO4)CC2)C1C (centres undefined)	-5.2	3	0.15	82	-2.3
12	O=C(CSc1nnc2ccccn12)Nc1ccccc1C(=O)NC1CC1	-1.1	4	x	102	1.1
13	C=CCn1c(=O)c(C(=O)Nc2ccccc2C(=O)OCC)c(O)c2ccccc21	-0.3	7	-0.25	17	-0.16
14	Cc1cc(C(=O)NC(C)C)on1	-1.4	9	-0.89	111	1.6
15	CCOC(=O)C1CCN(C(=O)CSc2nnc(-c3ccco3)n2-c2ccccc2)CC1	-3.6	4	-0.7	83	-1.1
16	COc1ccc(-n2c(SCC(=O)Nc3ccccc3)nc3c(c2=O)SCC3)cc1	-0.5	4	x	88	-0.055
17	Cc1ccnc(NS(=O)(=O)c2ccccc2)n1	-4.8	-2	0.38	77	0.76
18	O=C(Cn1ccc2ccccc2c1=O)NCCC(=O)Nc1cccnc1	-0.7	1	-0.67	107	x
19	COc1ccc(S(=O)(=O)N2CCn3c2nc2ccccc23)cc1	-3.9	8	0.23	96	0.22
20	O=C(Nc1ccc(O)cc1)c1ccc(C(=O)c2ccccc2)o1	-2.6	5	-3.2*	123	1.8

#	Hsp90 inh	NADH enzymes	Autofluor 339	M1 antagonist
11	-2	4%	1.1	0.21
12	1	17%	0.94	0.4
13	-4	2%	1.1	-2.5*
14	2	7%	1	0.64
15	1	7%	1	0.17
16	-6	3%	1.1	1.5
17	0	5%	1.1	-0.63
18	0	5%	1.3	x
19	3	2%	1.1	0.34
20	6	4%	1	-0.24

New compounds follow.
#	canonical_smiles	HTR1A agonist	Ec RNAP inh	D1 mod	Her2 expr inh	M1 agonist
21	O=C(CSCc1ccccc1)N1CCN(Cc2ccc3c(c2)OCO3)CC1	1.1	x	-0.65	108	0.95
22	CCOC(=O)C1CCCN(S(=O)(=O)c2c(C)c(C)cc(C)c2C)C1 (centres undefined)	-3.0	2	-1.4	61	1
23	CSc1ccccc1NC(=O)c1noc2c1CCC2	-4.8	-1	1.1	107	0.86
24	CC(C)(C)NC(=O)C(c1ccncc1)N(Cc1cccs1)C(=O)Cn1nnc(-c2cccs2)n1 (centres undefined)	-1.6	-7	-0.41	100	-0.62
25	CC(C)Cn1c(-c2ccc(Cl)cc2)cnc1SCC(=O)N1CCOCC1	-3.9	8	0.61	104	0.92
26	O=C(c1ccc(S(=O)(=O)N2CCOCC2)cc1)N(c1ccc(F)cc1)C1C=CS(=O)(=O)C1 (centres undefined)	0.0	5	0.055	113	0.015
27	CCOc1ccc(-n2nc(C(=O)N3CCOCC3)c3ccccc3c2=O)cc1	-5.4	5	-0.16	110	0.95
28	CCC1(C)Cc2c(sc3c2c(=O)n(C)c2nnc(SCc4ccccc4)n32)CO1 (centres undefined)	2.2	8	x	132	-0.003
29	COc1ccc(C2C(C(=O)Nc3cc(C)on3)c3ccccc3C(=O)N2C)cc1 (centres undefined)	-0.5	4	-0.23	91	-0.0079
30	CC(C(=O)NCc1ccco1)n1nc(-c2ccccc2)c2cc(Cl)ccc21 (centres undefined)	1.9	15	0.91	49	0.95

#	Hsp90 inh	NADH enzymes	Autofluor 339	M1 antagonist
21	-2	10%	1	-0.64
22	-1	2%	1	0.087
23	-9	3%	1.1	0.29
24	-7	2%	1.2	0.44
25	-3	8%	1.1	0.067
26	1	2%	1	-0.024
27	-2	8%	0.92	0.45
28	-4	2%	1.1	0.15
29	x	6%	1.1	-0.3
30	-3	4%	1.3	-1.8

Additional compounds
#	canonical_smiles	HTR1A agonist	Ec RNAP inh	D1 mod	Her2 expr inh	M1 agonist
31	COc1ccc(C(=O)Nc2ccccc2C(=O)NCCCn2ccnc2)cc1	1.9	8	2	102	-0.36
32	COC(=O)C1=C(C)N(c2ccc(F)cc2)C(=O)C1	0.7	0	-1.4	105	-0.056
33	CC(NC(=O)C12CC3CC(CC(C3)C1)C2)C(=O)NCCN(C)C (centres undefined)	-4.5	-3	0.86	91	-0.13
34	CC(=O)Nc1cccc(NC(=O)C2CCCN2C(=O)Nc2ccc(Cl)cc2)c1 (centres undefined)	1.6	-1	0.073	104	-0.35
35	COCCCN1C(=O)C(=O)/C(=C(/O)c2ccccc2)C1c1ccc(N(C)C)cc1 (centres undefined)	-0.5	5	-0.87	82	-0.013
36	Clc1cccc(-c2nnc3sc(-c4ccccc4)nn23)c1	-2.3	-11	0.51	83	-0.72
37	COc1ccc(C(=O)N2CCCC2)cc1	-1.5	4	0.031	74	-0.38
38	O=C(O)CCn1nnc(-c2cccs2)n1	0.2	2	0.1	91	-0.32
39	CC1CCCN(S(=O)(=O)c2cc(Cl)ccc2Cl)C1 (centres undefined)	-0.8	-9	-0.37	80	0.38
40	Cc1ccc2c(c1)N(CC(=O)NC1CCC(C)CC1)C(=O)CO2 (centres undefined)	-2.6	-3	0.46	82	0.13

#	Hsp90 inh	NADH enzymes	Autofluor 339	M1 antagonist
31	1	5%	1.1	0.43
32	x	3%	1.1	0.2
33	-4	6%	1.1	0.85
34	-2	3%	1.1	-0.56
35	-12	3%	1.1	-0.063
36	1	1%	1.1	-0.18
37	-1	4%	1.1	-0.77
38	-3	26%	0.4	0.11
39	-5	3%	1.2	-0.054
40	-2	2%	1.1	-0.0059

Screen by screen, as entered above:
Compounds 33–40 in NADH enzymes read 6%, 3%, 3%, 1%, 4%, 26%, 3%, 2%
Compounds 33–40 in Hsp90 inh read -4, -2, -12, 1, -1, -3, -5, -2
Compounds 33–40 in HTR1A agonist read -4.5, 1.6, -0.5, -2.3, -1.5, 0.2, -0.8, -2.6

The list goes on:
#	canonical_smiles	HTR1A agonist	Ec RNAP inh	D1 mod	Her2 expr inh	M1 agonist
41	O=C(NCCCNCCCNC(=O)c1ccccn1)c1ccccn1	-2.2	4	0.1	84	0.067
42	O=C(C1CCCN(S(=O)(=O)Cc2ccccc2)C1)N1CCc2ccccc21 (centres undefined)	-1.6	9	-0.061	69	0.34
43	C=CCOc1c(Br)cc(CNn2nnnc2N)cc1OCC	-1.2	8	-0.28	100	x
44	CC1CCN(Cc2nc3c(c(=O)n(C)c(=O)n3C)n2CCCc2ccccc2)CC1	-2.8	x	0.4	99	0.63
45	O=C(COC(=O)CCc1ccc(S(=O)(=O)N2CCOCC2)cc1)Nc1ccc(Cl)cn1	-2.9	-1	-0.0074	101	-0.16
46	O=C(Cn1cc(C(F)(F)F)ccc1=O)N1CCN(S(=O)(=O)c2ccccc2)CC1	0.1	8	-1.6	77	-0.13
47	CCCNC(=O)NC(=O)CSc1nc2ccccc2n1CC(C)C	0.9	2	0.73	96	0.17
48	Brc1c(CSc2nncn2-c2ccccc2)nc2ncccn12	2.1	-4	-0.92	114	-0.0068
49	Cc1cccn2c(=O)c3cc(C#N)c(=O)n(Cc4cccnc4)c3nc12	2.4	-22	-1.5	79	x
50	CCc1ccc(C2CC(c3ccccc3)Nc3nc(N)nn32)cc1 (centres undefined)	0.2	1	2.7	104	-0.18

#	Hsp90 inh	NADH enzymes	Autofluor 339	M1 antagonist
41	-5	3%	1.1	-0.042
42	-4	2%	1.1	0.53
43	1	3%	1.1	x
44	-3	8%	1.1	0.14
45	-5	1%	1.1	-0.38
46	-2	9%	1.1	0.32
47	0	5%	1.2	0.14
48	-2	0%[fluoresces]	4*	0.98
49	-7	5%[fluoresces]	3.8*	x
50	-4	7%	1.3	-0.016

Remaining list, next part.
#	canonical_smiles	HTR1A agonist	Ec RNAP inh	D1 mod	Her2 expr inh	M1 agonist
51	CC(=O)N(CC(C)(C)CC=C(C)C)c1ccccc1	2.0	6	-0.82	104	-0.2
52	CCC(C)NC(=O)CC1Oc2ccc(Cl)cc2NC1=O (centres undefined)	1.6	7	0.11	81	0.81
53	Cc1csc(NC(=O)CSc2ncnc3c2cnn3-c2ccccc2Cl)n1	-3.9	2	-2.1	48	3.9
54	COCCCNC(=O)CN(C1CCCCC1)S(=O)(=O)c1ccc(C)cc1	-1.6	3	0.069	113	0.55
55	Brc1cccc(C2CC(c3ccccc3)n3nnnc3N2)c1 (centres undefined)	-4.8	2	2.9	83	-0.27

#	Hsp90 inh	NADH enzymes	Autofluor 339	M1 antagonist
51	-2	0%	1.1	-0.41
52	-2	1%	1.1	0.47
53	-2	4%	1.1	-2.7*
54	0	11%	1.1	0.92
55	1	3%	1	-0.55

A draw from above in order of molecular weight, rising:
#	canonical_smiles	HTR1A agonist	Ec RNAP inh	D1 mod	Her2 expr inh	M1 agonist
52	CCC(C)NC(=O)CC1Oc2ccc(Cl)cc2NC1=O (centres undefined)	1.6	7	0.11	81	0.81
55	Brc1cccc(C2CC(c3ccccc3)n3nnnc3N2)c1 (centres undefined)	-4.8	2	2.9	83	-0.27
53	Cc1csc(NC(=O)CSc2ncnc3c2cnn3-c2ccccc2Cl)n1	-3.9	2	-2.1	48	3.9

#	Hsp90 inh	NADH enzymes	Autofluor 339	M1 antagonist
52	-2	1%	1.1	0.47
55	1	3%	1	-0.55
53	-2	4%	1.1	-2.7*
